Bioassay records from PubChem BioAssay.
Pol kappa inh: DNA polymerase kappa (human) inhibition; purified Pol kappa, fluorescent DNA synthesis assay, 10 min; Potency, µM (top dose mostly 107 µM), for the others: at the highest dose activity, negative = inhibition, usual class: inhibitors; hit rate 0.53% among 400,000; AID 588579; note: potency is the fitted concentration of half-maximal effect; % is set by controls: 0 for no effect and ±100 for the full control effect
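Enzyme at 10 nM met test compounds for 15 min at room temperature. Substrate addition (50 nM final) began the reaction, which was monitored by fluorescence at 0 and 10 min.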
ALOX12 inh: inhibitors of human 12S-lipoxygenase ALOX12. Potency, µM (doses to about 108 µM), without a hit: at the top dose activity change, negative = inhibition, actives largely listed as inhibitors. hit rate 1.1% among 580,000. P18054. purified 12hLO, xylenol orange hydroperoxide absorbance. AID 1671190; note: potency is the fitted concentration of half-maximal effect; % is set by controls: 0 for no effect and ±100 for the full control effect
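Hydroperoxide product was detected by ferrous iron/xylenol orange as the 573 to 405 nm absorbance ratio. Arachidonic acid at 40 uM (final) was turned over for 30 min at room temperature by 150 nM human 12hLO, pH 7.0 Hepes buffer, after 15 min compound preincubation.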
ERG-DNA inh: ERG Ets/DNA interaction inhibition; P11308; fluorescence polarization, His-ERG Ets domain / labelled DNA; Potency, µM (top dose mostly 76.9 µM), for inactives: at the highest dose FP activity, negative = inhibition, actives largely listed as inhibitors; hit rate 0.028% among 370,000; AID 624246; active = well fitted inhibition curve with a large enough effect in the polarisation, with a control signal flat; inconclusive = small, poorly fitted or top-dose-only effect, or effect the other way, or a change in a side signal; inactive = no such curve, though single readings can be large or run the other way; the % refers to the polarisation;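 note: polarization taken with two DNA probes labelled with fluorescein and Texas red; potency is the fitted concentration of half-maximal effect; % of control where 0% means no effect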
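His-tagged ERG Ets domain (1 uM in the protein solution; 300mM KCl, 50mM Tris-HCl, 1mM EDTA, 1mM DTT, pH 7.5) received compound, then a probe mix of 5 nM fluorescein-DNA and 100nM Texas-615-DNA. Fluorescence polarization was read for both dyes.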
Anesthetic bind: binds horse apoferritin like a general anesthetic; P02791; apoferritin/1-aminoanthracene competitive binding, fluorescence; Potency, µM (doses to about 77.5 µM), without a hit: at the top dose activity change, negative = displacement, usual class: inhibitors; hit rate 0.074% among 350,000; AID 485281; note: potency is the fitted concentration of half-maximal effect; % is set by controls: 0 for no effect and ±100 for the full control effect; nearly all actives have a fitted effect of over 20% in size
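Horse-spleen apoferritin (10 uM) in 50% saturated 1-aminoanthracene in PBS was incubated 10 min at room temperature with compound. Fluorescence (ex 380, em 535 nm) was normalized to free and bound 1-AMA, with concentration-response fitted by a four-parameter Hill equation.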
Pol eta inh: inhibitors of human DNA polymerase eta | AID 588591 | Potency, µM (doses to about 114 µM), for the others: at the highest dose activity change, negative = inhibition, hits mostly inhibitors | hit rate 1.2% among 390,000 | Q9Y253 | recombinant Pol eta, fluorescent DNA replication assay; note: potency is the fitted concentration of half-maximal effect; % is set by controls: 0 for no effect and ±100 for the full control effect
Target sequence (Q9Y253 whole entry, looked up): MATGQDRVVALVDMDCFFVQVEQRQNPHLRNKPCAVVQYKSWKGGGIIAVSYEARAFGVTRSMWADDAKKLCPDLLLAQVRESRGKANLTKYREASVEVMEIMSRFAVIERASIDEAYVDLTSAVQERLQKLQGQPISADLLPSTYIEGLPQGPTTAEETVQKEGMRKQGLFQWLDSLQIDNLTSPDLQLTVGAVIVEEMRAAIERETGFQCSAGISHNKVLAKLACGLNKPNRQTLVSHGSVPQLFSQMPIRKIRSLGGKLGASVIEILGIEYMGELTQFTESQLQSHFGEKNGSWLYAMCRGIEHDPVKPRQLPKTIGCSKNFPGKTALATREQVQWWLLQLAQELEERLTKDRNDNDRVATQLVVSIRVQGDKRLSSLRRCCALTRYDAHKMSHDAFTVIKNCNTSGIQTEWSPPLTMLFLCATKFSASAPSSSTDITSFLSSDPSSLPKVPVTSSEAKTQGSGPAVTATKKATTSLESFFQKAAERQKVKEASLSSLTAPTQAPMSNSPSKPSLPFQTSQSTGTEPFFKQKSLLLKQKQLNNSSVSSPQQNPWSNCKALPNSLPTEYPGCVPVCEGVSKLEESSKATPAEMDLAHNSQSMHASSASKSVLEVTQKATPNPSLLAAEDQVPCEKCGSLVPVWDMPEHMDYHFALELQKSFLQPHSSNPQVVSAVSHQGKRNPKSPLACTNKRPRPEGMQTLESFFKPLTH
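Pol eta at 10 nM preincubated with compounds 15 min at room temperature; reaction started with fluorescent substrate (50 nM final) and read kinetically at 0 and 10 min.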
LDHA block: LDHA (human) enzyme inhibition; P00338; purified LDHA, NADH/diaphorase-resazurin fluorescence; active compounds read low; activity change, % (values are at about 110 or 230 µM); hit rate 0.15% among 480,000; AID 1347041; in the data active = activity change below about -30%; inconclusive = mostly about -25% to -30%;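 note: plate controls were DMSO wells for no effect and wells without enzyme for full effect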
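LDH5 2 nM; NADH 0.06 mM, pyruvate 0.2 mM; 200 mM Tris pH 7.4, EDTA, Tween-20; 5 min RT. Detection: diaphorase 0.133 mg/mL + resazurin 37 µM, fluorescence ex540/em590 at 0 and 20 min; normalized to enzyme-free and DMSO wells.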
APEX1 inh: inhibitors of human APE1 endonuclease; recombinant APE1, TAMRA/BHQ-2 abasic DNA cleavage fluorescence; P27695; Potency, µM (top dose mostly 65.8 µM), inactives show at the top dose activity change, negative = inhibition, usual class: inhibitors; hit rate 0.35% among 350,000;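 note: potency is the fitted concentration of half-maximal effect; plate controls were vehicle for no effect and reference inhibitor for full effect; nearly all actives have a fitted effect of over 55% in size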
Target sequence (P27695 whole entry, looked up): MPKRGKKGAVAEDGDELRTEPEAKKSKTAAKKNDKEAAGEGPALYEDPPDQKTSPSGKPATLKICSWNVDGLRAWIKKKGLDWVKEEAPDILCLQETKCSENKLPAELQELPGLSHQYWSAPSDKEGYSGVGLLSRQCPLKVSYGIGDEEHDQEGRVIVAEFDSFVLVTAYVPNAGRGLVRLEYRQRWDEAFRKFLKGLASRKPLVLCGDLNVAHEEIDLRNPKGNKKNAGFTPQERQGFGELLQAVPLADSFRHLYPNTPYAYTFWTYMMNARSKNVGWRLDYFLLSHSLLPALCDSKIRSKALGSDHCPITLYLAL
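Substrate: short duplex with […] THF abasic site, 5'-TAMRA and 3'-BHQ-2, 50 nM final. APE1 at 0.75 nM, preincubated 15 min RT with compound. Fluorescence increase from first to third read measured activity.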
POLB inh: DNA polymerase beta (human) inhibition. P06746. Pol beta primer extension/strand displacement, fluorescence kinetic. Potency, µM (highest dose often 114 µM), for inactives: top-dose activity change, negative = inhibition, most hits filed as inhibitors. hit rate 1.3% among 340,000. AID 485314; note: potency is the fitted concentration of half-maximal effect; % is set by controls: 0 for no effect and ±100 for the full control effect
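Reaction started by 50 nM substrate onto compound-treated Pol beta (10 nM, 15 min preincubation, room temperature); plates read at 0 min and 10 min. Normalized concentration-effect data fitted by four-parameter Hill equation.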
RGS4 inhibitor: blocks human RGS4-accelerated GTP hydrolysis | P49798 | Transcreener GDP fluorescence polarization, RGS4-accelerated GTP hydrolysis | Potency, µM (highest dose often 114 µM), for inactives: at the highest dose activity change, negative = inhibition, usual class: inhibitors | hit rate 0.039% among 390,000; note: potency is the fitted concentration of half-maximal effect; % is set by controls: 0 for no effect and ±100 for the full control effect; nearly all actives have a fitted effect of over 75% in size; some results filed as inactive show a strong effect at the top dose
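MLSMR compounds (23 nl, pin-transferred) preincubated 10 min at room temperature with a 500nM (2x) first reagent, then RGS4 at 900nM (2x) plus Transcreener GDP mix added; fluorescence polarization (620/688 nm) read before and after 90 min at 30 °C.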
Starred values were filed as active, the others as inactive; ? = inconclusive; nt = not tested or not shown; & = joins results of further samples; [ ] = dose if it differs, or a comment. Unless noted, calls come from the whole dose curve; as a rule, active = well fitted curve in the direction sought with a large enough effect; inconclusive = small, poorly fitted or top-dose-only effect, or another doubt; inactive = no such curve, though single readings can be large; an effect the other way counts as inactive or inconclusive. An excerpt; the hit share may differ from the screen's.

The line under a structure holds: Anesthetic bind | APEX1 inh | RGS4 inhibitor | ALOX12 inh | POLB inh | ERG-DNA inh | LDHA block | Pol kappa inh | Pol eta inh
> Cc1cccn2c(=O)c(/C=C(\C#N)C(=O)NC3CCS(=O)(=O)C3)c(Oc3ccccc3Cl)nc12 (centres undefined)
  7% | -3% | -18% | ? | 5% | 4% | -5 | -5% | 4%
> O=C(O)[C@H]1CCCC[C@H]1C(=O)Nc1ccc(S(=O)(=O)N2CCOCC2)cc1
  1% | 73%[activator] | 1% | -6% | -13% | -7% | -2 | -1% | -18%
> Cc1cc(CNC(=O)Cc2c(F)cccc2Cl)nn1C
  2% | 4% | -1% | 27% | 3% | -2% | 4 | -7% | -1%
> O=C(COC(=O)c1ccc(F)cc1F)NC1CC1
  -2% | 0% | 17% | -9% | 26% | 12% | -7 | -3% | -5%
> COc1ccc(-c2nc3cc([N+](=O)[O-])ccc3o2)cc1OC
  -4% | 3% | 11% | 0% | 1% | -2% | -14 | -8% | -7%
> CCN(CC)c1ccc(/C=N/N2CCN(Cc3cccc4ccccc34)CC2)c(O)c1
  -10% | -3% | 23% | 9% | 30% | -9% | 10 | -3% | -16%
> Cc1ccc(Nc2nc(N)nc(CSc3nnnn3-c3ccccc3)n2)cc1
  -3% | 26% | ? | -19% | 22µM* | -7% | -3 | -17% | ?
> N#CC1=C(S)N=C(N)C(c2nc(-c3ccccc3)cs2)C12CCCCC2 (centres undefined)
  -14% | 6% | -51% | 225%[activator] | -18% | 3% | -4 | 1% | -10%
> Cc1ccc(C(=O)OCC(=O)NCc2cccs2)c(C)c1
  -6% | 1% | 1% | -11% | 1% | -3% | -8 | -8% | 3%
> COCCN(C(=O)CSCc1ccc(C)cc1)c1c(N)n(CC(C)C)c(=O)[nH]c1=O
  nt | 31% | 13% | ? | nt | -1% | -2 | 3% | -24%
> Cc1ccsc1C(=O)OCC(=O)Nc1ccc(Cl)cc1C(F)(F)F
  -8% | 20% | 7%[11.4 µM] | -11% | 61% | 2% | -3 | -9%[60.1 µM] | 0%
> Cc1nnc(SCC(=O)NC(=O)NC(C)(C)C)s1
  -3% | -1% | 6% | -2% | 22% | -2% | -13 | 3% | 4%
> O=C(O)c1cc(S(=O)(=O)N2CCOCC2)c[nH]1
  nt | -6% | -10% | -3% | nt | 6% | -1 | 4% | -16%
> Cn1c(SCC(=O)Nc2ccc3nc(SCC(=O)N4CCCC4)sc3c2)nnc1-c1ccccc1
  ? | ? | -35% | -17% | 7.1µM* | 4% | -7 | 79µM* | 14µM*
> COc1ccc(CN2C(=O)C(C)Nc3ncnc(N4CCOCC4)c32)cc1 (centres undefined)
  nt | 8% | 2% | -18% | nt | -11% | 0 | 0% | -11%
> CCn1ccnc1CN(C)C(=O)c1cc(COc2ccc(-n3cncn3)cc2)on1
  -13% | 51% | -28% | 1% | 9% | -9% | 0 | 1% | -16%
> CN(C)S(=O)(=O)Nc1ccccc1C(N)=O
  -6% | -4% | 1% | ? | 32% | -1% | 5 | -8% | 5%
> COc1ccccc1CCNC(=O)c1ccc(OC)c(OC2CCN(C(C)C)CC2)c1
  -18% | 10% | -22% | 35%[activator] | 0% | -3% | -1 | -10% | -11%
> CN(C)C(=O)[C@@H]1C[C@H]1[C@@H](NC(=O)OCc1ccccc1)c1ccccc1
  2%&-7% | 0%&-3% | 9% | 4% | 23% | -3% | -7 | 0% | -1%
> CC(Sc1ncnc2sc(-c3ccccc3)cc12)C(=O)N1CCNC1=O (centres undefined)
  nt | 0% | 2% | 193%[activator] | nt | 2% | -4 | -5% | -4%
> CCOc1ccccc1NC(=O)Cn1nc2c3cc(F)ccc3n(Cc3cccc(C)c3)cc-2c1=O
  ? | nt | -5% | 1% | 15% | -2% | 5 | 10% | -9%
> COC(=O)N/N=C/c1cc(Cl)c(OCc2ccccc2F)c(OC)c1
  -2% | ? | -10% | ? | ? | 8% | -8 | -2% | -18%
> Cc1ccc(Cl)cc1NC(=O)CCC(=O)Nc1cc(Cl)ccc1C
  -9% | 4% | -5% | -14% | 25% | 4% | -6 | -7% | -3%
> O=c1c2ccccc2nnn1CSc1ccccc1
  ? | 9% | -12% | 3% | 1% | 7% | -2 | 8% | -24%
> COc1ccc(C)cc1NC(=O)c1oc2ccc(S(=O)(=O)N(C)C3CCCCC3)cc2c1C
  -20% | nt | -7% | -27% | 0% | -1% | -2 | 10%[60.1 µM] | -12%
> O=C(CCCN1C(=O)c2ccccc2C1=O)NCC1CCCO1 (centres undefined)
  -16% | 2% | -5% | 1% | 30% | 6% | -8 | -21% | -4%
> CCOC(=O)C1(CC2CCCCO2)CCN(C(=O)Nc2cccc(SC)c2)CC1 (centres undefined)
  ? | -2% | ? | -8% | 19% | -7% | -4 | -9% | -23%
> C=CCSC1=C(C#N)C(c2ccccc2Cl)CC(=O)N1 (centres undefined)
  -2% | 10% | ? | ? | 1% | -5% | -9 | 2% | -13%
> O=C(NC(Cc1ccccc1)C(=O)N1CCN(S(=O)(=O)c2ccccc2F)CC1)c1ccccc1 (centres undefined)
  nt | -7% | -36% | 13% | nt | -5% | -7 | -7% | -5%
> COc1cc(OC)cc(-c2c(C#Cc3ccsc3)c3cc(-c4cccc5[nH]cc(C=O)c45)ccc3n2C)c1
  nt | -5% | -36% | ? | nt | 21% | -4 | ? | 0%
> CC(C)(C)NC(=O)CC(CC(=O)O)c1ccccc1 (centres undefined)
  6% | 0% | 14% | ? | 4% | 4% | -11 | -11% | -8%
> Cn1c(=O)c2c(nc(Sc3n[nH]c(N)n3)n2Cc2ccccc2Cl)n(C)c1=O
  -14% | 1% | 0% | -29% | 20% | -9% | 0 | 3% | -9%
> CN1CCN(C(=S)Nc2ccc(Cl)cc2)CC1
  3% | 1% | 1%[11.4 µM] | 1% | 14% | 1% | -5 | 3%[60.1 µM] | -19%
> CCOC(=O)c1c(C)oc2nc(C)nc(NCC3CCN(Cc4cccc(C)c4)CC3)c12
  -6% | nt | -16% | -12% | -26% | 6% | -12 | -8% | -7%
> CCCc1nnc(NC(=O)c2cc3ccccc3o2)s1
  -11% | 3% | -13% | -4% | 30% | 3% | 0 | 7% | -6%
> COc1ccc(N(Cc2cc3ccc(C)cc3[nH]c2=O)C(=O)c2ccco2)cc1
  -13% | 0% | -33% | 0% | 8% | -1% | -3 | -10% | -18%
> N/C(=N\OC(=O)Cc1ccccc1)c1cccc(Br)c1
  -18% | 5% | 21% | 67%[activator] | 34% | 4% | -4 | -7% | -2%
> O=C(Cc1ccccc1)Nc1ccccc1C(=O)Nc1ccc(C(=O)O)cc1
  -4% | 1% | -26% | 1% | -11% | -2% | -3 | -3% | -3%
> CCOC(=O)Cn1c(=O)oc2cc(S(=O)(=O)Nc3c(C)cc(C)cc3C)ccc21
  -23% | 0% | -4% | -3% | 0% | 5% | -6 | -9% | 4%
> O=C1CSCC(=O)N1c1ncc(C(F)(F)F)cc1Cl
  -5% | 1% | 26% | 119%[activator] | 12% | -2% | -7 | -7% | 7%
> Cc1ccc(N2CCN(C(=O)c3cc(-c4ccc(F)cc4)[nH]c3C)CC2C)cc1 (centres undefined)
  -8% | -21% | -26% | ? | 7% | 3% | -2 | -13% | -30%
> CCCCCCC(=O)Nc1nc(C)c(-c2csc(Nc3ccc(Cl)cc3)n2)s1
  ? | -8% | -49% | nt | 11% | 10% | -1 | 3% | -14%
> NNc1nc(-c2ccccc2)cs1
  -9% | 0% | -24% | ? | 2% | 0% | -8 | -17% | -8%
> Cc1ccc(C(=O)N2CCN(c3ncccn3)CC2)cc1S(=O)(=O)N1CCCCC1
  -6% | -5% | -22% | -9% | -8% | 5% | 21 | 1% | ?
> O=C(Nc1ccc(S(=O)(=O)Nc2nccs2)cc1)c1cc(=O)[nH]c2ccccc12
  2% | 0% | -6% | ? | 14% | 9% | -7 | -16% | ?
> O=C(CCC(=O)c1ccc(-c2ccccc2)cc1)Nc1cccnc1
  -7% | -1% | -3% | 17% | 0% | 23% | -1 | -24% | -14%
> O=C(O)/C(=C\c1ccc(Br)cc1)NC(=O)c1cccs1
  -2% | 8% | 27% | 21% | 38% | 5% | -16 | 7% | -3%
> CC1CCc2ccccc2N1C(=N)N(C)C (centres undefined)
  -3% | 4% | -9% | 0% | 0% | -6% | -1 | 3% | -4%
> COc1ccc(CCNC(=O)CSc2nnc3c(n2)[nH]c2ccc(F)cc23)cc1OC
  -8% | -3% | -2% | -11% | 13% | -19% | -4 | -13% | -19%
> CCCCNC(=O)c1onc(CSc2ccc(F)cc2)c1C(=O)O
  -10% | 13% | -25% | -44% | 36% | 6% | 4 | 12% | -2%
> Cc1cc(-c2ccc(C)c(S(=O)(=O)NCC3CCN(Cc4ccccc4F)CC3)c2)on1
  -5%&-3% | 23% | 12%[11.4 µM] | -14%&-14% | 3%&2% | 1%&-17% | 0&-2 | -10%&-5% | -24%&-9%
> CCN(CC)c1nc2c3c(nc4c(c3c1C#N)CC(=O)N4c1ccc(Cl)cc1)NC(C)=N2
  -16% | 16% | -49% | ? | 2%[57.1 µM] | 11% | 1 | -24% | ?
